# SRC3 inh: SRC3 coactivator transcriptional activity inhibitors, primary screen, cell-based, luminescence | Nuclear receptor coactivator 3 (Homo sapiens), Q9Y6Q9 | HEK293 GAL4-SRC3 luciferase reporter | inhibition, % at 3.6 µM | hit rate 0.17% among 360,000 | AID 588352, 2011;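 active means inhibition above a per-campaign cutoff, the mean of all compounds plus 3 SD, cut at about 60% in these data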;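 further: 0% = DMSO-treated cells and 100% = gossypol-treated cells at 36 µM; higher means less SRC3-driven luciferase light from the GAL4 reporter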
# SRC1 inh: SRC1 coactivator transcriptional activity inhibitors, primary screen, cell-based, luminescence; HEK293 GAL4-SRC1 luciferase reporter; inhibition, % at 3.6 µM; hit rate 0.12% among 360,000; AID 588354, 2011;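 active means inhibition above the campaign mean plus 3 SD, with each screening campaign given its own cutoff, cut at about 60% in these data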;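 further: 0% = DMSO treated cells and 100% = gossypol at 36 µM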
# TWEAK Fn14 block: inhibitors of TWEAK-Fn14 signaling, primary screen, luciferase reporter cells, uHTS. TWEAK-stimulated Fn14 reporter cells, luciferase luminescence, 8 h. inhibition, % at 10 µM. hit rate 2% among 360,000. AID 1159606, 2016; in the data active means inhibition above about 50%
# NOD2 RIPK2 PPI: NOD2-RIPK2 binding disruptors in cells, primary screen, fluorescence, CHO cells, BLA complementation | Receptor-interacting serine/threonine-protein kinase 2 (Homo sapiens), O43353 | CCF4 ratio | inhibition, % at 4.98 µM | hit rate 0.38% among 360,000 | AID 624267, 2012; in the data active means inhibition above about 21%;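 further: 0% = vehicle only and 100% = reference blocker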
# TROY signal inh: inhibitors of TROY-driven NF-kB signaling, primary screen, Q293 LMP1-TROYcd cells, NF-kB luciferase, uHTS | inhibition, % at 10 µM | hit rate 0.98% among 360,000 | Q293 LMP1-TROYcd NF-kB luciferase reporter, 4 h;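 active means compounds whose plate-normalised and pattern-corrected inhibition of the luciferase reporter signal at the single screening dose is 50% or more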
# TLR9-MyD88 block: inhibitors of TLR9-MyD88 association in cells, primary screen, cell-based, CHO, BLA complementation, fluorescence; Toll-like receptor 9 (Homo sapiens) + Myeloid differentiation primary response protein …; CCF4 FRET ratio; inhibition, % at 4.98 µM; hit rate 0.21% among 340,000; AID 504734, 2011;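 active means inhibition above the mean over all tested compounds plus 3 SD, cut at about 21% in these data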;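 further: 0% = DMSO only wells and 100% = clavulanate BLA inhibitor control wells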
# NR5A2 inv ag: LRH-1 (NR5A2) inverse agonists, primary screen, cell-based, luminescence, HEK293T, StAR-luciferase reporter; inhibition, % at 3.6 µM; AID 602396, 2012; LRH-1 transfected, 24 h; hit rate 0.13% among 360,000; Nuclear receptor subfamily 5 group A member 2 (Homo sapiens), O00482;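 active means inhibition above the mean inhibition of all tested compounds plus 3 SD, cut at about 73% in these data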;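 further: 0% = DMSO wells and 100% = reporter-only cells lacking LRH-1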
# COUP-TFII inh: NR2F2 transcriptional activity inhibitors, primary screen, cell-based, luciferase reporter, HEK293T, luminescence; COUP transcription factor 2 (Homo sapiens), P24468; HEK293T NGFI-A luciferase reporter; inhibition, % at 8.6 µM; hit rate 0.7% among 370,000;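 active means inhibition above a per-plate cutoff, mean inhibition of test wells between control levels plus 3 SD, cut at about 38% in these data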;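 further: cells cotransfected with COUP-TFII expression vector driving the NGFI-A reporter; 0% = median of COUP-TF2 test wells and 100% = reporter-only cells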
# Exocytosis inh: LAMP-1 surface exposure blockers, TALL-104 cells – cell-based, flow cytometry, MLPCN library, primary screen | inhibition, % at 10 µM | hit rate 0.66% among 360,000 | TALL-104 LAMP-1 surface exposure; cells stimulated with thapsigargin and PMA;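 active means inhibition above about 55%, limit read from the data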
# NCOA2 inhibitor: inhibition of GAL4-SRC2 driven luciferase reporter, primary screen, SRC2 inhibitor project, cell-based, luminescence; Nuclear receptor coactivator 2 (Homo sapiens), Q15596; HEK293 GAL4-SRC2 luciferase reporter; inhibition, % at 9 µM; hit rate 0.17% among 370,000; AID 651957, 2012;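 active means inhibition above the mean inhibition of all tested compounds plus 3 SD, set per campaign, cut at about 52% in these data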;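 further: 0% = DMSO treated cells and 100% = cells given Gossypol at 36 µM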
# ABHD5 PLIN5 PPI: ABHD5-PLIN5 interaction inhibitors, primary screen, cell lysate, split luciferase complementation, luminescence; Perilipin-5 (Homo sapiens) + 1-acylglycerol-3-phosphate O-acyltransferase ABHD5 (Homo …; Split G. princeps luciferase complementation, 4 h; inhibition, % at 4 µM; hit rate 0.78% among 360,000; AID 602281, 2012;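 active means inhibition above the mean inhibition across every tested compound plus 3 SD, cut at about 22% in these data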;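 further: 0% = DMSO only wells and the 100% control is not disclosed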
# Target sequence (Q00G26 whole entry, looked up): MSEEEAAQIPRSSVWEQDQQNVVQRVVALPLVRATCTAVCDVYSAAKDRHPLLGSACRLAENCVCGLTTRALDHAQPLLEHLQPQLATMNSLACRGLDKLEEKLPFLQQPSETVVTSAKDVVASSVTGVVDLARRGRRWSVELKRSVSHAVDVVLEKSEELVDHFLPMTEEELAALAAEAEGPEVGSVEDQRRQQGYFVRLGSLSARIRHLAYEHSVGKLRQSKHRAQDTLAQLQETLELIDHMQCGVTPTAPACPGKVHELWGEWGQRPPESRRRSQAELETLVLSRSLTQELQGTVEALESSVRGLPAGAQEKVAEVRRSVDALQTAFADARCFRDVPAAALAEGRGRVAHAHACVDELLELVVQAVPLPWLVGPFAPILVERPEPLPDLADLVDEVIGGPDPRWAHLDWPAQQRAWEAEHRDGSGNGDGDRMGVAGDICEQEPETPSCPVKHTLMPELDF
# Target sequence (Q8WTS1 whole entry, looked up): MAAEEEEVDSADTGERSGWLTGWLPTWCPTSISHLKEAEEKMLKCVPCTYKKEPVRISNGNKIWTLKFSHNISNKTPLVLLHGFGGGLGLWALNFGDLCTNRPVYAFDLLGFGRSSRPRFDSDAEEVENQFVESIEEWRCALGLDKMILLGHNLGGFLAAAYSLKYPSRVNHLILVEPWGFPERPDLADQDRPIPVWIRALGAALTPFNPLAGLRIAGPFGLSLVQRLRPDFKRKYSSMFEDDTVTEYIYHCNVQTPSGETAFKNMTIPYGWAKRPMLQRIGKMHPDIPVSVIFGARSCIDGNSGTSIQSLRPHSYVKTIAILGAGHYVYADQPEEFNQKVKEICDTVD
# Active calls of the source: *; x = no result given. These rows are one share of the data; count on the stated rates, not on these rows.
compound	SRC3 inh	SRC1 inh	TWEAK Fn14 block	NOD2 RIPK2 PPI	TROY signal inh	TLR9-MyD88 block	NR5A2 inv ag	COUP-TFII inh	Exocytosis inh	NCOA2 inhibitor	ABHD5 PLIN5 PPI
CCN(CC)S(=O)(=O)c1cccc(-c2nnc(SCCOc3ccccc3)o2)c1	32	0	35	1	33	-2	14	23	-1	-7	-7
CCC(=O)N1CCCC(C)(C(=O)Nc2nccc3cccnc23)C1 (stereo not given)	-23	-6	-14	-5	-6	x	6	6	-2	-12	-5
c1cncc(CNc2cccc(-c3nc4ccccc4[nH]3)c2)c1	-72	-100	3	-7	-52	3	-114	-19	-3	-31	2
O=Cc1ccc(Oc2cnccn2)cc1	-1	-3	-20	-13	-15	0	9	-7	0	-3	-10
Cn1cc(/C=C2\SC(=O)N(c3ccccc3)C2=O)c2ccccc21	-33	-49	-31	9	-67	-10	-19	-25	9	-36	4
CN1OC[C@@H]2CN(Cc3ccccc3)[C@H](c3ccc(-n4ccnc4)cc3)C[C@@H]21	2	2	-12	-7	-13	x	4	4	7	-16	10
COc1cccc(/C=N/NC(=O)C(=O)Nc2ccccc2OC(F)(F)C(F)F)c1O	54	43	35	-1	-4	12	15	6	-3	7	-2
CCN1CCN(C(=O)C2=C(C(=O)O)CCCC2)CC1	-17	-8	-1	-10	-6	7	14	4	0	4	-2
COC(=O)c1ccc(NC(=O)CCS(=O)(=O)c2ccc(C)cc2)cc1	-12	23	9	-5	3	3	3	18	-1	11	-8
COc1ccccc1NCC(=O)N/N=C/c1sccc1C	-1	-22	29	-4	-58	-1	-13	-20	1	-34	5
C=CCC(C#N)(c1ccc(OC)c(OC)c1)c1cnccn1 (stereo not given)	7	3	-2	-6	-12	-6	0	-15	-4	-8	-6
COc1cccc(/C=C2\SC(=S)NC2=O)c1OS(=O)(=O)c1ccc(NC(C)=O)cc1	-8	13	16	-8	9	4	-4	-11	-12	0	-3
COc1ccc(NC(C)=O)cc1S(=O)(=O)NCCc1ccccn1	1	12	5	-6	-11	-17	-4	-13	1	-16	-12
CCc1cc2c(=O)n(CC(=O)NC3CCCCC3)cnc2s1	6	-5	7	-4	-17	0	-19	-12	1	-9	0
COC(=O)Cc1c(C)c2ccc(OCc3nn[nH]n3)cc2oc1=O	-5	9	15	-7	12	-4	0	-13	-1	-9	-5
O=C(CSc1nc2ccccc2o1)N1CCN(S(=O)(=O)c2ccc3ccccc3c2)CC1	9	-74	-28	-6	16	-1	9	-5	0	15	-3
CN1CCN(C(=O)C2=NOC3(C2)C(=O)Nc2ccccc23)CC1 (stereo not given)	x	x	2	-10	-1	x	1	-2	0	-13	0
COc1ccccc1C(=O)NCCn1ccc2ccccc21	-19	-27	-3	-13	-13	2	-45	-9	-14	-17	-6
CC(=O)Nc1cccc(NC(=O)CSc2nnc(Cc3cccn3C)n2-c2ccc(C)cc2)c1	1	0	6	6	-9	0	-26	8	21	-6	5
Cc1cc(=O)oc(C)c1C(=O)N1CCCc2ccccc21	13	7	97*	2	12	6	3	12	1	-3	-3
COC(=O)[C@@]1(Cc2ccc(OC)cc2)[C@H]2c3cc(C(=O)N(C)C)n(Cc4c(CO)[nH]cc(C)c4=O)c3C[C@H]2CN1C(=O)c1ccccc1	-2	3	1	4	3	1	0	-9	-3	-2	0
O=C(COc1ccccc1[N+](=O)[O-])NCC1COc2ccccc2O1 (stereo not given)	3	-44	-52	-1	4	-10	-11	-15	0	23	-1
Cc1ccc(-c2nn(CC(N)=O)c(=O)c3ccccc23)cc1S(=O)(=O)N(C)C	18	2	-11	7	-5	1	7	-4	-1	-27	-5
COCCCNCCOc1ccc(C)cc1[N+](=O)[O-]	-6	-10	-14	-4	-3	-9	-7	5	-1	-2	2
N#CC1=C2C=CC=CN2CC1=O	1	-9	9	0	23	4	-7	-2	-3	-13	2
O=C(C[C@@H]1C/C=C\CC[C@H](Cc2ccc(F)cc2)C(=O)OC[C@@H]2CCCN2C1=O)N[C@H](CO)Cc1ccccc1	-15	-6	21	7	9	6	-12	13	0	24	0
COc1ccc(N2CCN(CCCNC(=O)CCCn3c(=O)[nH]c4ccsc4c3=O)CC2)cc1	0	2	-6	-4	4	16	17	18	-1	-22	1
c1ccc2c(c1)nc(N1CCOCC1)c1c3ccccc3[nH]c21	5	-4	-78	-7	-71	-3	-13	-7	2	-31	-7
O=C(c1ccccc1)N1CCN(Cc2c[nH]c3ccccc23)CC1	34	-65	-6	3	2	0	22	-1	1	5	9
Cc1csc2nc(SCC(=O)Nc3ccccc3F)[nH]c(=O)c12	-25	-12	7	5	-8	9	18	-18	-2	-3	-5
Cc1nn(C)c(C)c1CN(C)C(=O)CCCC(=O)O	5	7	-17	12	1	-4	10	-9	-4	-5	8
CN1CC(=O)N(CC(=O)Nc2ccc(N3CCOCC3)cc2)C1=O	-8	-15	11	-13	11	-1	57	-19	-1	11	2
COc1ccccc1CNCc1ccc(OC)c(OC)c1OC	3	15	7	-7	-2	-5	12	-2	-4	-7	0
O=C(NC(=S)Nc1ccc2oc(=O)ccc2c1)c1cccc(F)c1	-11	-10	-19	-10	-33	-8	5	-7	1	-45	1
COCCSc1nc(N)c(NC(=O)c2ccc(OC)cc2)c(=O)[nH]1	18	-24	2	2	2	-10	-14	11	2	-1	0
Cc1ccc(CNC(=O)Cn2cnc3cc([N+](=O)[O-])ccc3c2=O)cc1	14	9	-17	-3	-26	-2	4	-10	0	5	10
CC(=O)c1ccc(N(CC(=O)NC2CCCC2)C(=O)CNC(=O)c2cccs2)cc1	9	-11	13	4	-18	-4	0	16	-4	9	-11
COc1ccc(/C=N/NC(N)=S)cc1OC(=O)c1ccccc1	-1	-1	13	16	13	2	5	-8	-1	19	4
Cc1cc(NC(=O)CCc2ccc(-c3ccccc3)o2)no1	18	0	3	-7	3	-10	-1	13	-6	18	-1
O=C(Cn1ccc2cc(S(=O)(=O)N3CCCC3)ccc21)NCc1ccco1	23	-8	5	10	-13	-1	12	3	1	-13	6
CCOC(=O)c1nn(-c2ccc(Cl)cc2)c2nc(Nc3ccccc3)cc(=O)n12	3	-11	1	-2	x	-4	13	-3	4	1	-2
COc1cccc(CNC(=O)c2ccc(CS(=O)(=O)Cc3ccc(C)cc3)o2)c1	5	-1	-18	-6	-14	-5	-10	14	0	9	-1
CC1(c2nnc(-c3ccc(F)cc3)o2)CC(c2ccccc2)=NO1 (stereo not given)	-11	-10	-28	-12	-12	-4	35	1	5	-5	-3
Cc1ccc(C)c(NC(=O)COC(=O)c2ccc3ccccc3n2)c1	2	11	5	-2	4	2	21	12	1	2	1
Cc1ccccc1NC(=O)c1ccc(N/N=C/c2ccccc2O)c([N+](=O)[O-])c1	-29	-22	-101	-6	-3	-18	10	10	0	19	0
NC(=O)CC(NC(=O)Cc1cccc2ccccc12)c1ccc(NCCN2CCCC2)c([N+](=O)[O-])c1 (stereo not given)	11	-10	9	-3	-7	-3	-26	-6	-1	-7	-1
CCCSc1nsc(NC(=O)c2cccnc2OCC)n1	5	6	-11	7	-13	-1	5	3	2	-13	6
O=C(O)CCCCCn1c(O)c(C=C2N=c3ccccc3=N2)sc1=S	8	-25	25	4	-47	5	16	9	4	-1	2
COc1cc(C2Nn3c(nnc3-c3ccccc3OC)S2)ccc1O (stereo not given)	-34	-12	7	2	-20	-16	3	8	0	4	-3
N#Cc1ccc(OCC(=O)Nc2cc(S(=O)(=O)N3CCOCC3)ccc2N2CCOCC2)cc1	7	8	-2	4	-10	-3	19	-3	-2	-4	3
Cc1ccc2ccccc2[n+]1CCCS(=O)(=O)[O-]	28	7	-3	0	-8	-5	6	-15	-4	-9	3
CC(C)(C)c1cc(/C=N/NC(=O)C[n+]2ccccc2)cc(C(C)(C)C)c1O	13	5	5	-4	14	-1	-2	2	-8	-1	-4
N#Cc1ccccc1Sc1ccccc1C(=O)Nc1ccc2ccccc2c1	5	-4	7	3	2	-8	-11	-14	1	-5	8
CC(OC(=O)CCN=C1NS(=O)(=O)c2ccccc21)C(=O)c1ccccc1 (stereo not given)	-14	-4	0	-9	-23	-2	-9	26	-1	-8	2
CC1(c2ccc(Cl)cc2Cl)NC(=O)N(CC(=O)NCCC2=CCCCC2)C1=O (stereo not given)	10	-18	9	2	-10	8	27	7	2	20	-3
CCCC(=O)Nc1c2c(nn1-c1ccc(F)cc1)CS(=O)(=O)C2	14	10	5	-2	-2	4	-2	-21	-4	25	2

# Going on with the list.
compound	SRC3 inh	SRC1 inh	TWEAK Fn14 block	NOD2 RIPK2 PPI	TROY signal inh	TLR9-MyD88 block	NR5A2 inv ag	COUP-TFII inh	Exocytosis inh	NCOA2 inhibitor	ABHD5 PLIN5 PPI
CC(C)(C)NCC(O)COc1ccccc1C(=O)CCc1ccccc1 (stereo not given)	17	17	3	4	16	1	6	-12	-6	-16	14
O=C(Nc1ncc2c(n1)-c1ccccc1CC2)c1ccccc1	-7	-7	-2	-4	-30	0	-8	-1	-2	-15	-4
COc1ccc(-n2cc(CNCC3CCOCC3)c(-c3cccc(F)c3)n2)cc1	-6	-29	84*	-5	-42	-9	-12	-2	-2	12	-2
CSc1ccc(CNC(=O)C2Cc3cc(S(=O)(=O)N4CCCC4)ccc3N2C(C)=O)cc1 (stereo not given)	11	5	-2	-1	2	4	8	1	20	-9	4
Cc1onc(-c2ccccc2)c1C(=O)NCC1CCCO1 (stereo not given)	13	-9	-3	6	0	10	8	-7	-2	3	0
C=CCc1ccc(OCc2ccc(C(=O)O)o2)c(OC)c1	-79	-84	25	1	-37	-3	-183	-38	-8	-51	2
CCN1CCCC1CNC(=O)Cn1cccc1C(=O)c1ccccc1C (stereo not given)	-16	-7	-8	-4	-10	-10	-5	-16	-1	-3	5
Fc1cccc(-c2c(-c3ccccc3)ncc3cc(F)ccc23)c1	3	1	8	1	-14	-5	14	14	-9	-17	-3
COc1ccc(/C=C/C(=O)OCC(=O)N(C)CC(=O)Nc2ccc(C)cc2)c(OC)c1	2	1	-8	-16	-35	-6	-11	-7	-3	-13	0
